# LYPLA1 inh: LYPLA1 (human) inhibition in PME1 counter-screen. O75608. recombinant LYPLA1, FP-Rh probe fluorescence polarization. inhibition, % at 5.9 µM. actives 0.16% (n = 320,000);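 active = inhibition above the mean of all tested compounds plus 3 SD, set per campaign, cut at about 14% in these data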;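 note: inhibitors block serine hydrolase probe labeling of LYPLA1 so polarization falls; 0% = enzyme with DMSO and 100% = wells lacking LYPLA1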
# Target sequence (O75608 whole entry, looked up): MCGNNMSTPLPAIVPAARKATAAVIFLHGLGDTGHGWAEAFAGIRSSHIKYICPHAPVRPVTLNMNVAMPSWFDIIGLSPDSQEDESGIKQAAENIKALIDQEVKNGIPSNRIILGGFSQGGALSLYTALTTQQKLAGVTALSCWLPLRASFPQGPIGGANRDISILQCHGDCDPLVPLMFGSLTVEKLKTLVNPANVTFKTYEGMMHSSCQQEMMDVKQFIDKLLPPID
# GSTO1 counter: blocks human GSTO1 in RBBP9 counter-screen; inhibition, % at 5.96 µM; P78417; actives 1.1% (n = 300,000); recombinant GSTO1, activity-based probe fluorescence polarization;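 active = inhibition above the campaign mean inhibition plus 3 SD, cut at about 35% in these data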;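 note: 0% = GSTO1-1 with DMSO and 100% = wells lacking GSTO1-1 enzyme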
# Fam108B inh: Fam108B inhibition, counter-screen for RBBP9 inhibitors; inhibition, % at 9.51 µM; actives 0.33% (n = 300,000); AID 1947; recombinant Fam108B, FP-Rh probe fluorescence polarization;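 active = inhibition above the screen mean inhibition plus 3 SD, computed separately per campaign, cut at about 18% in these data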;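 note: inhibitors lower polarization as less probe binds the enzyme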
# PAFAH2 FP inh: PAFAH2 (human) inhibition; Q99487; recombinant PAFAH2, FP-rhodamine activity probe, fluorescence polarization; inhibition, % at 3.39 µM; actives 0.99% (n = 340,000);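 active = inhibition above the mean over all tested compounds plus 3 SD, cut at about 30% in these data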;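 note: inhibitors block probe labeling of enzyme so polarization drops; 0% = enzyme with DMSO and 100% = wells lacking PAFAH2 protein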
# PAD4 FP inh: inhibitors of human PAD4; Q9UM07; recombinant PAD4, RCA probe fluorescence polarization; inhibition, % at 6.36 µM; actives 0.41% (n = 330,000); AID 485272;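 active = percent inhibition above a cutoff equal to the mean of all tested compounds plus 3 SD, cut at about 15% in these data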;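 note: 0% = PAD4 with RCA probe and DMSO and 100% = probe without PAD4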
# PAFAH1B2 FP inh: PAFAH1B2 (human) inhibition; inhibition, % at 3.39 µM; recombinant PAFAH1B2, FP-rhodamine activity probe, fluorescence polarization; AID 492953; actives 1.2% (n = 340,000);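 active = inhibition above the mean of all tested compounds plus 3 SD, cut at about 24% in these data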;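 note: 0% = enzyme with DMSO and 100% = wells lacking PAFAH1B2; many of its hits are not listed in these tables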
# pPAFAH FP inh: inhibitors of human plasma PAF acetylhydrolase (pPAFAH); Q13093; recombinant pPAFAH, FP-rhodamine probe fluorescence polarization; inhibition, % at 3.39 µM; actives 1.5% (n = 330,000);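 active = inhibition above the mean inhibition across the screen plus 3 SD, cut at about 25% in these data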;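 note: inhibitors block binding of the rhodamine activity-based probe so polarization drops; 0% = enzyme with DMSO and 100% = wells lacking pPAFAH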
# PME-1 inh: PME-1 (human) inhibition; inhibition, % at 5.9 µM; Q9Y570; recombinant PME-1, FP-Rh probe fluorescence polarization; actives 0.53% (n = 320,000); AID 2130;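 active = inhibition above the campaign mean of all compounds plus 3 SD, cut at about 26% in these data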;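 note: competitive labeling of PME-1 active site by serine hydrolase directed probe; 0% = PME-1 with DMSO and 100% = wells lacking PME-1 enzyme; inhibitors block probe labeling so polarization falls and inhibition rises; many of its hits are not listed in these tables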
# Target sequence (Q9Y570 whole entry, looked up): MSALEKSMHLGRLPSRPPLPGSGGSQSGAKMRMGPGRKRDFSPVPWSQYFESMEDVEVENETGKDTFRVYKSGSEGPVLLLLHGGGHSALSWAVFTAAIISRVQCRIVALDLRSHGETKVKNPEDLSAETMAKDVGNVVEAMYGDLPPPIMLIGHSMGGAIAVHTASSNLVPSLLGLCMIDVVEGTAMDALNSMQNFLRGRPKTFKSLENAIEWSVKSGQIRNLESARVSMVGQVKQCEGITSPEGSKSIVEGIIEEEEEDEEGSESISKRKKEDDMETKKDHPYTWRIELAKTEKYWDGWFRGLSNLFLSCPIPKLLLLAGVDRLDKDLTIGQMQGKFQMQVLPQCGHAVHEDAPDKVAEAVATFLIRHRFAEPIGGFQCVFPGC
# PAFAH1B3 inh: blocks human PAF acetylhydrolase 1B catalytic subunit 3. Q15102. recombinant PAFAH1B3, FP-rhodamine probe, fluorescence polarization. inhibition, % at 3.39 µM. actives 0.28% (n = 340,000). AID 492972;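 active = inhibition above the screen-wide average of all tested compounds plus 3 SD, cut at about 25% in these data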;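 note: 0% = enzyme with DMSO only and 100% = wells lacking PAFAH1B3 protein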
# Target sequence (Q15102 whole entry, looked up): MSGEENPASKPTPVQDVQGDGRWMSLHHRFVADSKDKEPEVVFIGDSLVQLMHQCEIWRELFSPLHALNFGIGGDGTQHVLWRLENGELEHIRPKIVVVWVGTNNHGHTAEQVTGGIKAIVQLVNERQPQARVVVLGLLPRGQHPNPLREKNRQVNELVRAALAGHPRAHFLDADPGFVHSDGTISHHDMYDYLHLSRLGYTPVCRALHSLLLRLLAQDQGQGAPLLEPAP
# Starred values were filed as active, the others as inactive; · = not tested or not shown. Only part of the results is shown; count on the stated rates, not on these rows.
no.	smiles	LYPLA1 inh	GSTO1 counter	Fam108B inh	PAFAH2 FP inh	PAD4 FP inh	PAFAH1B2 FP inh	pPAFAH FP inh	PME-1 inh	PAFAH1B3 inh
1	COc1cc(C)nc(NC(=O)COc2ccc(Cl)cc2C)n1	-6	-6	4	0	-5	-4	-3	-5	-1
2	C/C(=N/NC(=O)c1ccncc1)c1ccc2c(c1)OCO2	-4	-1	4	4	0	5	5	-1	2
3	CN1CCC(OC(=O)c2ccco2)CC1	1	5	-3	0	-2	2	4	1	5
4	COc1ccc(NC(=O)OC(CN2CCCCC2)C(F)(F)F)cc1 (stereo not drawn)	-4	-5	-3	3	-2	8	2	0	2
5	COCc1c(Br)c(C)nc(OCC(=O)N/N=C/c2cc(C)n(-c3ccc([N+](=O)[O-])cc3)c2C)c1C#N	1	-1	5	1	1	3	3	6	-2
6	CC1CCN(CCCCOc2ccc(C(=O)c3ccccc3)cc2)CC1	2	0	3	-1	-2	-1	7	4	7
7	Cc1cnc(C)c(N2CCN(Cc3nc(-c4ccccc4)no3)CC2)n1	4	4	-1	-2	-5	4	0	6	3
8	Cn1c(N)c(C(=O)Nc2cccc(Cl)c2)c(=O)n(C)c1=O	-5	-3	-3	3	-1	7	-7	-12	10
9	COC(=O)c1sc(NC(=O)CSc2nc3cccnc3n2C)nc1C	-2	0	-1	-4	6	0	-5	-4	6
10	Cc1noc(C)c1CN1C(=O)c2cccc([N+](=O)[O-])c2C1=O	2	7	2	-15	1	8	2	2	-3
11	CS(=O)(=O)Nc1ccc(C(=O)Nc2ccccc2Sc2ccccc2)cc1	-3	0	2	-3	2	5	30*	1	-1
12	Nc1nc(NCc2ccco2)nn1-c1ccccc1	-2	7	1	5	2	7	3	0	26*
13	O=C(NC1CC1)c1cccc(S(=O)(=O)N2CCOCC2)c1	-4	·	·	-4	1	5	3	2	9
14	O=C(CN1C(=O)NC2(CCCC2)C1=O)Nc1ccccc1N1CCCC1	-3	-3	1	-2	-2	2	0	4	8
15	CC1CCCCC1NC(=O)c1ccc(S(=O)(=O)N2CCN(C)CC2)cc1 (stereo not drawn)	1	4	0	1	-1	7	-4	-1	5
16	CC1CCCC(C)N1C(=O)COC(=O)C1CCN(S(=O)(=O)c2c(Cl)cccc2Cl)CC1 (stereo not drawn)	-1	8	5	4	-7	4	7	3	-2
17	COc1ccc(CCN(C)CCC(=O)Nc2ccc(C)cc2)cc1OC	3	3	-3	0	-4	-2	3	5	3
18	CC(=O)Nc1ccc(NC(=O)C(C)OC(=O)c2cccc(S(=O)(=O)N3CCCCCC3)c2)cc1 (stereo not drawn)	-2	-11	-5	1	-1	0	2	-4	4
19	Cc1ccccc1NC(=O)Cn1nc(C(=O)O)c2ccccc2c1=O	-3	4	1	-2	4	-3	3	4	12
20	CCOc1cccc(/C=N/NC(=O)C2CCCC2)c1O	4	5	0	6	-4	5	3	2	4

# Exported with values under each structure: entries from further up.
# Every second line gives: LYPLA1 inh, GSTO1 counter, Fam108B inh, PAFAH2 FP inh, PAD4 FP inh, PAFAH1B2 FP inh, pPAFAH FP inh, PME-1 inh, PAFAH1B3 inh
(13) O=C(NC1CC1)c1cccc(S(=O)(=O)N2CCOCC2)c1
→ -4, ·, ·, -4, 1, 5, 3, 2, 9
(17) COc1ccc(CCN(C)CCC(=O)Nc2ccc(C)cc2)cc1OC
→ 3, 3, -3, 0, -4, -2, 3, 5, 3

# Continuation.
no. | canonical_smiles | LYPLA1 inh | GSTO1 counter | Fam108B inh | PAFAH2 FP inh | PAD4 FP inh | PAFAH1B2 FP inh | pPAFAH FP inh | PME-1 inh | PAFAH1B3 inh
21 | Cc1ccc(NC(=S)NNc2ncc(C(F)(F)F)cc2Cl)cc1 | -3 | 8 | -5 | -9 | -3 | 0 | 3 | 12 | 8
22 | O/N=C(\c1ccc(Cl)cc1Cl)c1ncc(C(F)(F)F)cc1Cl | -8 | 0 | -6 | -11 | -4 | 0 | 0 | -6 | -1
23 | CCc1ccc(CCC(=O)Nc2ccc(Cl)cc2)o1 | 3 | 7 | -1 | 4 | -2 | 6 | 4 | -11 | 1
24 | O=C(NC1CCCc2ccccc21)C1CCN(S(=O)(=O)c2cccc3nsnc23)CC1 (stereo not drawn) | 5 | -2 | 0 | 5 | 2 | -1 | -2 | 19 | 9
25 | O=C(Nc1cccnc1)c1noc2c1CCCCC2 | -3 | -9 | -4 | 1 | -5 | -5 | -9 | -9 | 6
26 | COc1ccc(/C=N/Nc2cc(C)nc3ccc(OC)cc23)c(OC)c1 | 8 | -4 | 6 | 3 | -3 | -2 | 12 | 11 | 9
27 | O=C(O)c1ccc(-n2nnc3ccccc32)c([N+](=O)[O-])c1 | 0 | -2 | -2 | -13 | 0 | 1 | 1 | 0 | 7
28 | CCN(CC)CCCNC(=O)c1oc2ccc(S(=O)(=O)N3CC(C)CC(C)C3)cc2c1C (stereo not drawn) | -2 | -2 | 0 | -7 | 1 | 3 | -1 | -9 | 2
29 | CN(C)c1nc(Cl)cc(N2CCOCC2)n1 | 1 | 0 | -2 | -4 | -4 | 3 | 2 | 0 | 3
30 | CN(C)S(=O)(=O)Oc1ccc(C(=O)Nc2cccc(Cl)c2)cc1 | -2 | -6 | -6 | 5 | -3 | 1 | -3 | -1 | 2
31 | C/C(=N\Nc1ccccn1)c1cccs1 | 0 | 7 | 2 | -4 | -3 | 2 | 0 | 5 | 9
32 | COc1ccc(S(=O)(=O)N2CC(C)OC(C)C2)cc1C(=O)N1CCCCC1 (stereo not drawn) | -5 | -4 | -7 | -2 | -1 | 4 | -8 | -4 | 3
33 | COc1ccc(NCc2nnc(SCC#N)n2-c2ccccc2OC)cc1 | -2 | 5 | -1 | 1 | 1 | 2 | -1 | -5 | 3
34 | O=C(Cc1ccccc1)Nc1ccc(NC(=O)c2ccco2)nc1 | -2 | 6 | -2 | 3 | 1 | 0 | -1 | -7 | -3
35 | CCOC(=O)c1c(NC(=O)CSc2ncnc3ccccc23)sc(C(C)=O)c1C | 16* | -6 | -1 | -4 | 10 | 6 | 0 | 4 | 0
36 | Cc1ccccc1N(C(=O)c1csnn1)C(C(=O)NC(C)(C)C)c1cccs1 (stereo not drawn) | 0 | 5 | 2 | 1 | -5 | 3 | 1 | -1 | 16
37 | O=C(N1CCC(n2nc(-c3ccccc3)oc2=O)CC1)C1(c2ccc(Cl)cc2)CC1 | 6 | 4 | 2 | 6 | 0 | 0 | 18 | 4 | 7
38 | CCCc1cc(Nc2cccc(OCC)c2)n2ncnc2n1 | 3 | -6 | -4 | -7 | 1 | -1 | 3 | 6 | -5
39 | Cc1oc(C)c2c(=O)ccc3c(c12)OC(N)=C(C#N)C3c1ccc(F)cc1 (stereo not drawn) | 0 | 2 | 4 | 1 | 0 | -2 | 32* | -4 | -3
40 | CCCCN1C(=O)C(=O)NC[C@@H]1C(C)O (stereo partly drawn) | 4 | 2 | 2 | 4 | 0 | 3 | 1 | 6 | 5
41 | COc1ccc(Cl)cc1NC(=O)Nc1cccc([N+](=O)[O-])c1C | -3 | -6 | 18 | -26 | 1 | 9 | -5 | 4 | 3
42 | CC(C)(C)c1ccc(C(=O)c2cn[nH]c2-c2ccccc2O)cc1 | -3 | 9 | -3 | 0 | 4 | 13 | -4 | -15 | 11
43 | NS(=O)(=O)c1ccc(NC(=O)COC(=O)c2ccco2)cc1 | -3 | 7 | -5 | 8 | -1 | 5 | -3 | -10 | 6
44 | CCOc1ccc(/C=C2\SC(N3CCCCC3)=NC2=O)cc1 | -1 | -6 | 0 | 20 | 2 | 11 | -4 | -6 | 16
45 | Cc1c(C(=O)N2CCN(c3ccccc3)CC2)oc2c(Cl)cccc12 | -1 | · | · | 10 | -8 | 0 | 1 | 4 | 8
46 | O=C(Cc1ccccc1)N1CCNCC1 | 1 | 1 | -1 | 6 | -4 | 0 | 7 | 0 | 13
47 | COC(=O)c1cccc(NC(=O)c2ccc[n+]([O-])c2)c1 | 0 | 3 | 2 | -30 | -1 | -5 | 4 | 2 | 4
48 | COc1ccc(NC(=O)CN(C)CC(=O)N(CC(C)C)c2c(N)n(CC(C)C)c(=O)[nH]c2=O)cc1 | · | · | · | 10 | -3 | 10 | 3 | · | 7
49 | Cc1cc(Nc2ccc(F)c(Cl)c2)n2nc(C)nc2n1 | 2 | -5 | -2 | -4 | 0 | 7 | 3 | 2 | 3
50 | Cc1ccc(-n2ncc3c(NCc4cccnc4)ncnc32)cc1C | 1 | -7 | -7 | 1 | 0 | 1 | -1 | -2 | 5
51 | COC(=O)[C@H](Cc1ccccc1)NC(=O)NCc1ccccc1 | 2 | 2 | -2 | 7 | -1 | 7 | 0 | -3 | 2
52 | O=C(CSc1nnc2ccccn12)c1ccccc1 | -2 | 2 | 0 | -5 | -3 | 7 | 4 | -1 | -5

# Records 40 through 52 from above:
no. | canonical_smiles | LYPLA1 inh | GSTO1 counter | Fam108B inh | PAFAH2 FP inh | PAD4 FP inh | PAFAH1B2 FP inh | pPAFAH FP inh | PME-1 inh | PAFAH1B3 inh
40 | CCCCN1C(=O)C(=O)NC[C@@H]1C(C)O (stereo partly drawn) | 4 | 2 | 2 | 4 | 0 | 3 | 1 | 6 | 5
41 | COc1ccc(Cl)cc1NC(=O)Nc1cccc([N+](=O)[O-])c1C | -3 | -6 | 18 | -26 | 1 | 9 | -5 | 4 | 3
42 | CC(C)(C)c1ccc(C(=O)c2cn[nH]c2-c2ccccc2O)cc1 | -3 | 9 | -3 | 0 | 4 | 13 | -4 | -15 | 11
43 | NS(=O)(=O)c1ccc(NC(=O)COC(=O)c2ccco2)cc1 | -3 | 7 | -5 | 8 | -1 | 5 | -3 | -10 | 6
44 | CCOc1ccc(/C=C2\SC(N3CCCCC3)=NC2=O)cc1 | -1 | -6 | 0 | 20 | 2 | 11 | -4 | -6 | 16
45 | Cc1c(C(=O)N2CCN(c3ccccc3)CC2)oc2c(Cl)cccc12 | -1 | · | · | 10 | -8 | 0 | 1 | 4 | 8
46 | O=C(Cc1ccccc1)N1CCNCC1 | 1 | 1 | -1 | 6 | -4 | 0 | 7 | 0 | 13
47 | COC(=O)c1cccc(NC(=O)c2ccc[n+]([O-])c2)c1 | 0 | 3 | 2 | -30 | -1 | -5 | 4 | 2 | 4
48 | COc1ccc(NC(=O)CN(C)CC(=O)N(CC(C)C)c2c(N)n(CC(C)C)c(=O)[nH]c2=O)cc1 | · | · | · | 10 | -3 | 10 | 3 | · | 7
49 | Cc1cc(Nc2ccc(F)c(Cl)c2)n2nc(C)nc2n1 | 2 | -5 | -2 | -4 | 0 | 7 | 3 | 2 | 3
50 | Cc1ccc(-n2ncc3c(NCc4cccnc4)ncnc32)cc1C | 1 | -7 | -7 | 1 | 0 | 1 | -1 | -2 | 5
51 | COC(=O)[C@H](Cc1ccccc1)NC(=O)NCc1ccccc1 | 2 | 2 | -2 | 7 | -1 | 7 | 0 | -3 | 2
52 | O=C(CSc1nnc2ccccn12)c1ccccc1 | -2 | 2 | 0 | -5 | -3 | 7 | 4 | -1 | -5

# Screens (PubChem BioAssay)
